SKN-1 block: C. elegans SKN-1 inhibition; C. elegans VP596 Pgst-4::GFP/RFP ratio, acrylamide-induced, 24 h; inhibition, % at 21.8 µM; 360,000 compounds, 0.49% hits;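 active = interference check ratio from 0.5 to 1.5 plus GFP to RFP signal ratio inhibition reaching or exceeding a fixed threshold, cut at about 30% in these data, passing the limit was not always enough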; also: some compounds called inactive have numbers as strong as hits
MsrA inhibitor: bovine MsrA inhibition | purified bovine MsrA, absorbance read-out | inhibition, % at 15.5 µM | 360,000 compounds, 0.75% hits | AID 651718; in the data active = inhibition above about 4.5%;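 also: 0% = vehicle wells with enzyme and 100% = reference inhibitor wells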
PABP1 MLLE inh: inhibitors of microRNA-mediated deadenylation, human PABP1 MLLE binding. inhibition, % at 20 µM. AID 588489. P11940. GST-MLLE / FITC-PAM2 fluorescence polarization. 360,000 compounds, 0.36% hits; in the data active = inhibition above about 35%, passing the limit was not always enough;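 also: plate controls were DMSO wells with GST-MLLE for no effect and wells lacking GST-MLLE protein for full effect; some results filed as inactive read as strong as hits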
MsrA act: bovine methionine sulfoxide reductase A activation | purified bovine MsrA, absorbance read-out | activation, % at 10.6 µM | 360,000 compounds, 0.3% hits; in the data active = activation above about 7.5%;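 also: 0% = vehicle and 100% = reference activator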
Tb MetRS inh: blocks T. brucei methionyl-tRNA synthetase activity. inhibition, % at 11.9 µM. 360,000 compounds, 0.4% hits. purified T. brucei MetRS, ATP depletion, Kinase-Glo luminescence. AID 624268;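 active = inhibition above a per-plate cutoff of the control wells' mean inhibition plus 3 SD, cut at about 5.5% in these data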;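 also: 0% = DMSO wells median and 100% = median of wells with control inhibitor compound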
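Test system – parasite MetRS enzyme · Reagent – substrates ATP, L-methionine and bulk Escherichia coli tRNA · Doses – 11.9 µM compound single dose, 0.9% DMSO · Times – 15 min enzyme-compound preincubation, 2 h reaction, 10 min detection, 25 °C · Signal – Kinase-Glo luminescence, ATP depletion format · Controls – DMSO-only wells as low control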
MT1-MMP act inh: MT1-MMP (human) activation inhibition. GFP/RFP ratio change, % at 20 µM. HT1080 RFP-PRO-GFP cells, GFP/RFP ratio fluorescence, overnight; percent of plate control window, DMSO zero. P50281. 360,000 compounds, 0.061% hits;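 active = GFP/RFP ratio change of at least 30% with cell ATP level not reduced by more than half and red fluorescence within 50% of control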; also: strong numbers were not always called active
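system = RFP-PRO-GFP reporter HT1080 cells | dosing = 20 µM single dose, 1% DMSO | timing = overnight cell settling, then overnight compound exposure, 37 °C, 5% CO2 | read-out basis = GFP/RFP fluorescence ratio | controls = DMSO and RFP-L50D-GFP cell wells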
CendR NRP1 mod: modulators of CendR peptide binding to human neuropilin-1 | AID 602438 | O14786 | 360,000 compounds, 0.85% hits | inhibition, % at 25 µM | FAM-RPARPAR peptide binding to NRP-1, fluorescence polarization;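 active = inhibition or corrected inhibition above about 18%, plus a signal ratio from 0.5 to 1.5, limit read from the data, passing the limit was not always enough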; also: strong numbers were not always called active
eLon inh: E. coli protease La inhibition; P0A9M0; inhibition, % at 7.94 µM; purified E. coli Lon protease, fluorescence polarization; 360,000 compounds, 0.42% hits; in the data active = inhibition above about 13%, passing the limit was not always enough;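 also: 0% = enzyme with probe and DMSO and 100% = no enzyme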
FAS-TE inh: inhibitors of human fatty acid synthase thioesterase domain | recombinant FAS-TE, OMFH fluorogenic substrate, fluorescence endpoint | inhibition, % at 15 µM | 360,000 compounds, 0.67% hits;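 active = compounds whose normalised, plate-corrected inhibition of enzyme fluorescence in the single-dose primary screen is 50% or more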;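 also: 0% = DMSO with enzyme and 100% = substrate without enzyme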
Target sequence (P49327 whole entry, looked up, the tested form may be a part): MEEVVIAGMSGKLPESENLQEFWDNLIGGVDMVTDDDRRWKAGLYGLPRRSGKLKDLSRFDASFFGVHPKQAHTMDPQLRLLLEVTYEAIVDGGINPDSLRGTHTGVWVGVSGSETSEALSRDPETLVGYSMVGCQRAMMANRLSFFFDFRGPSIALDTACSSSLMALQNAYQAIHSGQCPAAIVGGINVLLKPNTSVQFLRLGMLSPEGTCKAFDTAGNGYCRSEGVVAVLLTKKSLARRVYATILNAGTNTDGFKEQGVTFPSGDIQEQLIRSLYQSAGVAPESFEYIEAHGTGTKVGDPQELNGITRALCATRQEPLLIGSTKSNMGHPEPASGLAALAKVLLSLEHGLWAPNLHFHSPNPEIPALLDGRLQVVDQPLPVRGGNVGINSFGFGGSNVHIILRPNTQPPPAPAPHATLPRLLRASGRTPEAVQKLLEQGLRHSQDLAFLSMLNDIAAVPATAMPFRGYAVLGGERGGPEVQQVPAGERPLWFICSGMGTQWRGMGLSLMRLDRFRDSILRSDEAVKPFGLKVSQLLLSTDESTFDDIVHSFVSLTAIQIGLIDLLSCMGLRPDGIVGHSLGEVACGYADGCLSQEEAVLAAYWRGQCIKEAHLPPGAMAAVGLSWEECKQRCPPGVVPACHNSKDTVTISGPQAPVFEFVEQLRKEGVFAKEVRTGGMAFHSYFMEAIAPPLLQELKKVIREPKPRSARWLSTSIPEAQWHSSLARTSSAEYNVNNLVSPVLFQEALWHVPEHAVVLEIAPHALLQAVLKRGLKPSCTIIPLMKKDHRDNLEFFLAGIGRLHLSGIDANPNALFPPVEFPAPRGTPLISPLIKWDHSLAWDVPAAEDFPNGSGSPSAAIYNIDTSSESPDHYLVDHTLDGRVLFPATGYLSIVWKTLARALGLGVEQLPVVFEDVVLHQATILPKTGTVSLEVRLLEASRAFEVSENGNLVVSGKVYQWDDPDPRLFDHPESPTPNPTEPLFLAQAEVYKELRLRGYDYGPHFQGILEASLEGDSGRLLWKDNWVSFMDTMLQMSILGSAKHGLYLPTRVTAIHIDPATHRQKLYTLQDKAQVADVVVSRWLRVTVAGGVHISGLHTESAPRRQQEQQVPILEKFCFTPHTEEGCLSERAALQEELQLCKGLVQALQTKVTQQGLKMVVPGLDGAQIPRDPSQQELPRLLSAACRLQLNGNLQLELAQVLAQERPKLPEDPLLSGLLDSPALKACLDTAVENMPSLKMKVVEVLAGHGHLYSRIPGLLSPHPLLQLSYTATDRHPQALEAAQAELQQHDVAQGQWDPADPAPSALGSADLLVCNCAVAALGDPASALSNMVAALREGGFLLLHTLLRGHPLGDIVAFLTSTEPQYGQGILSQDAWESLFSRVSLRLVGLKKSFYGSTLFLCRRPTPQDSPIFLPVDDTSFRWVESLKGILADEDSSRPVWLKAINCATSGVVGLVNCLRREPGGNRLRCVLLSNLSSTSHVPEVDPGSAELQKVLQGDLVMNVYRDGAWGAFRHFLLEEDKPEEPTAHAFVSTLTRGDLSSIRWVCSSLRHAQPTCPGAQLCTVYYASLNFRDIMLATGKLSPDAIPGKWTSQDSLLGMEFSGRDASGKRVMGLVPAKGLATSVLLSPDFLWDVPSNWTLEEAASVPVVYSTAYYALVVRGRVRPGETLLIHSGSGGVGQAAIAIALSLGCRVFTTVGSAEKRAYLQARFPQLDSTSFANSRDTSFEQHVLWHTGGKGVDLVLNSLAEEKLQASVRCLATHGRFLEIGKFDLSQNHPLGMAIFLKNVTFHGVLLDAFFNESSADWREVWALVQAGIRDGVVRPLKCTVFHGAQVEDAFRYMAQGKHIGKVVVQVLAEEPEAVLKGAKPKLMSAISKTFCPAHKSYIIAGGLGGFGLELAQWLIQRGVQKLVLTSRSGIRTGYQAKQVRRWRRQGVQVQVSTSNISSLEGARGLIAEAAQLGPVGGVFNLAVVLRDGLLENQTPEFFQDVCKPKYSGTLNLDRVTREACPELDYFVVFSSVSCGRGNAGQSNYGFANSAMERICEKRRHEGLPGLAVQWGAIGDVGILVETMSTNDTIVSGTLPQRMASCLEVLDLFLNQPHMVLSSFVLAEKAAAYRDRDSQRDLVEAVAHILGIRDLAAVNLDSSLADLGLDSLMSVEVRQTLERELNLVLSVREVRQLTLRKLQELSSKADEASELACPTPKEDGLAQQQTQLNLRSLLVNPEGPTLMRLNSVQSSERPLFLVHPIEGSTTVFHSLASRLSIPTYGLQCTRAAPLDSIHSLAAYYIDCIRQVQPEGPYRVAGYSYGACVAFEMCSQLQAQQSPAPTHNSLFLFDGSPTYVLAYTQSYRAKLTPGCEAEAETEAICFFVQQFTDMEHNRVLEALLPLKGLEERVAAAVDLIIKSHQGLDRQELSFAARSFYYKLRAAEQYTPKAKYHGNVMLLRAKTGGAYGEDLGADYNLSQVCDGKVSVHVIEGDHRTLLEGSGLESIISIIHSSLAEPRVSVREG
Starred values were filed as active, the others as inactive; / = no result given.

SMILES	SKN-1 block	MsrA inhibitor	PABP1 MLLE inh	MsrA act	Tb MetRS inh	MT1-MMP act inh	CendR NRP1 mod	eLon inh	FAS-TE inh
COCc1cc(C)nc(SCC(=O)Nc2cccc(C)c2)c1C#N	17.0	-0.9	1.8	-3.8	0.1	-0.7	0.3	4.9	-5.1
COc1ccc(C(C(=O)NC2CCCC2)N(C(=O)c2snc(-c3ccc(F)cc3)c2N)c2ccc(F)cc2)cc1 (centres undefined)	45.9*	0.1	8.4	-2.1	0.2	-0.9	-1.5	-2.0	7.5
O=C(Nc1ccc(F)cc1)C(Sc1nc2ccccc2[nH]1)c1ccccc1 (centres undefined)	5.4	-0.3	-33.0	-7.4	2.5	-1.2	-0.8	6.9	-2.3
Nc1nnc(CC(=O)N/N=C\c2cc([N+](=O)[O-])ccc2O)s1	-2.2	2.1	-8.4	-4.5	0.7	5.2	-16.1	7.6	8.7
CCN(Cc1ccc2c(c1)OCCO2)C(=O)CN1C(=O)NC2(CCc3ccccc32)C1=O (centres undefined)	16.3	-0.1	5.5	-1.2	-0.2	-1.6	-1.8	-5.4	-3.8
O=C(Nc1ccccc1C(=O)N1CCCCCC1)c1cccc([N+](=O)[O-])c1	-12.5	-0.5	4.4	-7.3	-0.6	5.2	-18.0	3.2	32.0
O=C1CC(c2ccc(Cl)cc2)CC(O)=C1C=NCCO (centres undefined)	20.2	-1.2	17.1	-1.6	-0.6	4.6	16.2*	-1.9	-2.7
CC(C)N(Cc1nc(-c2ccccc2)no1)C(=O)CSc1ccccc1	3.4	-0.8	27.5	-7.5	-0.9	-4.6	-7.1	3.8	13.0
CC(C)c1nnc(SCC(=O)N2CCN(C(=O)c3ccco3)CC2)n1N	-1.3	0.9	9.8	-2.2	0.1	-2.5	-4.0	2.7	-6.0
CC1CC(C)CN(CC(=O)NNC(=O)COc2ccc(Cl)cc2)C1 (centres undefined)	2.0	-0.1	-6.5	-0.3	-0.2	-2.0	-0.4	-6.0	-3.5
C[C@H](CO)N1C[C@H](C)[C@H](CN(C)Cc2ccncc2)Oc2cc(-c3ccccc3F)ccc2S1(=O)=O	-3.1	-1.9	1.1	-1.1	0.7	-8.0	2.5	-2.6	6.6
Cc1ccc2cc(/C=N/NC(=O)c3ccccc3[N+](=O)[O-])c(Cl)nc2c1	18.8	-0.3	1.2	-3.2	-0.6	0.1	2.2	3.2	13.4
Cc1ccsc1C(=O)NNC(=O)C1CC=CCC1C(=O)O (centres undefined)	16.9	-0.4	5.4	-4.5	0.0	5.1	-12.2	0.7	-13.9
CCOC(=O)N1CCN(c2c(N3CCN(c4ccccc4OC)CC3)c(=O)c2=O)CC1	-5.0	0.9	-1.2	-4.1	-0.4	0.3	-4.0	-3.1	-6.0
Cc1cc(NC(=O)NC(=O)c2ccccc2NC(=O)CN(C)C)ccc1Oc1ncc(Br)cn1	0.6	1.1	1.8	3.5	-0.3	11.1	6.6	-11.5	-1.6
O=C(COC(=O)c1cccc(Cl)c1)Nc1ccc2[nH]c(=O)[nH]c2c1	4.8	-0.2	-10.1	-1.4	-0.4	2.8	4.4	-6.0	-6.0
COCc1ccc(CN2CCC(n3nccc3NC(=O)CCOc3ccccc3)CC2)o1	8.0	-0.6	7.3	0.2	-0.4	1.9	16.9	-4.4	-7.3
COc1cc(/C=C/C=C2/CC/C(=C/C=C/c3ccc(O)c(OC)c3)C2=O)ccc1O	17.8	4.4	-159.9	-4.4	0.0	-2.5	-212.4	-96.8	-61.7
CCOc1cccc(N2C(=O)CC(NNC(=O)c3ccc(Br)o3)C2=O)c1 (centres undefined)	7.6	0.2	10.8	-1.3	0.0	0.9	3.5	-5.9	2.4
CCOC(=O)C1=C(N)OC2=C(C(=O)CC(C)(C)C2)C1c1ccoc1 (centres undefined)	11.2	-0.4	-3.2	-4.3	0.3	-10.4	-7.6	13.7	-6.3
CC(=O)c1c(C)[nH]c(C(=O)Nc2ccccc2N2CCOCC2)c1C	-11.0	-0.3	5.7	-12.8	0.9	6.2	2.8	4.2	5.4
COc1ccc(NC(=O)c2ccc3c(c2)n(C)c(=O)n3C)cc1	-2.4	-0.4	19.4	-1.8	-0.5	10.0	-4.0	2.2	-2.4
COc1ccc(-c2sc3cc4c(cc3c2-c2ccc(OCCN3CCOCC3)cc2)OCO4)cc1	-4.0	1.2	10.4	-10.5	-0.4	/	0.7	-6.5	26.9
CCCCc1nnc(NC(=O)c2ccc(N3CCCC3=O)cc2)s1	-12.1	0.7	-8.9	-6.7	-0.5	7.7	3.7	0.7	-5.9
CCOc1c(Cl)cc(C(=O)Nc2ccccc2-c2ccccc2)cc1Cl	15.9	0.4	-8.8	2.3	-0.3	-5.5	6.3	0.3	20.5
CN(c1ccc(C(=O)NCc2cccs2)cc1)S(=O)(=O)c1ccccc1	1.9	-1.2	-10.2	-3.3	0.4	0.8	1.9	13.9	6.3
O=C1CSCN1c1ccc(Cl)c(Cl)c1	-3.0	-0.3	15.6	-3.6	-1.1	3.4	2.2	6.2	-6.3
Cc1ccc(NC(=O)c2cnn(-c3ccccc3)c2C)cc1	-7.3	-0.7	-0.8	-10.7	-1.1	4.8	-5.3	2.2	2.0
O=C(NC1CCCCC1)Oc1cc2oc(=O)sc2cc1Br	14.3	0.3	26.8	-0.8	-0.3	-1.2	2.3	-2.4	11.9
N#CC1=C(N)Oc2n[nH]c(-c3cccs3)c2C1c1ccco1 (centres undefined)	27.6	0.3	-68.8	0.0	0.4	-4.0	-154.9	-15.9	-2.5
Cc1cc(C)nc(N/N=C/c2ccccc2OCc2ccc(Br)cc2)n1	4.7	-1.7	-0.1	-3.7	-0.6	5.6	-4.2	-8.7	-1.4
CN(C(=O)COC(=O)c1ccc2c(c1)OCO2)C1CCS(=O)(=O)C1 (centres undefined)	-8.8	-0.5	-3.1	-7.7	-1.1	-0.1	12.3	-0.3	-6.8
CN=c1scc(-c2ccc(OC)cc2)n1/N=C(\C)c1cccnc1	8.8	-0.3	-5.5	-5.3	0.1	-2.8	5.9	-10.2	-0.3
C[C@H]1CN([C@@H](C)CO)C(=O)CCCn2nncc2CO[C@@H]1CN(C)Cc1ccc(C(=O)O)cc1	1.8	0.8	1.4	-3.5	-0.2	0.4	0.1	-5.4	-7.3
Cn1cc(CN2CCC(Oc3ccc(C(=O)N4CCCCC4)cc3)CC2)cn1	11.3	-0.3	-0.6	-1.2	-0.2	-1.8	9.9	7.3	-2.9
COc1ccc(/C=C/C(=O)Nc2ccncc2)cc1OC	1.3	5.8*	1.3	-7.5	0.0	2.4	10.7	-2.5	-1.7
O=C(O)CCC(=O)NCc1ccc(C(=O)O)cc1	1.4	0.3	2.3	-1.8	0.8	0.2	-0.2	-1.7	-5.0
O=C(Nc1ccc2c(c1)OCO2)c1cc(C2CCCN(C(=O)C3CCCCC3)C2)on1 (centres undefined)	13.9	-0.1	-0.8	0.5	0.0	-0.1	18.0	-9.3	7.3
O=S(=O)(c1cccc(-c2csc(-c3cccnc3)n2)c1)N1CCOCC1	3.0	0.7	-1.6	-5.3	-0.7	-5.6	5.9	-3.3	7.8
CC(NC(=O)c1cccs1)c1n[nH]c(=S)n1C (centres undefined)	1.3	0.8	-17.1	2.5	-1.0	-3.7	-8.9	-0.3	-8.9

Three compounds from above, ordered by SMILES length, low to high.
SMILES	SKN-1 block	MsrA inhibitor	PABP1 MLLE inh	MsrA act	Tb MetRS inh	MT1-MMP act inh	CendR NRP1 mod	eLon inh	FAS-TE inh
COc1ccc(/C=C/C(=O)Nc2ccncc2)cc1OC	1.3	5.8*	1.3	-7.5	0.0	2.4	10.7	-2.5	-1.7
CN=c1scc(-c2ccc(OC)cc2)n1/N=C(\C)c1cccnc1	8.8	-0.3	-5.5	-5.3	0.1	-2.8	5.9	-10.2	-0.3
Cc1cc(C)nc(N/N=C/c2ccccc2OCc2ccc(Br)cc2)n1	4.7	-1.7	-0.1	-3.7	-0.6	5.6	-4.2	-8.7	-1.4

More results follow:
SMILES	SKN-1 block	MsrA inhibitor	PABP1 MLLE inh	MsrA act	Tb MetRS inh	MT1-MMP act inh	CendR NRP1 mod	eLon inh	FAS-TE inh
C[C@@H]1NS(=O)(=O)[C@H]2C[C@@H]3C=C[C@]2(O3)[C@H]1OC(=O)c1ccc(C(C)(C)C)cc1	4.2	0.3	6.0	-9.9	-0.5	6.9	9.2	0.0	-5.6
COCCCNC(=O)c1cc(S(=O)(=O)NCCCN2CCCC2=O)ccc1Cl	12.9	-1.1	13.0	-4.2	-0.5	1.5	0.9	-6.0	-9.0
CC(OC(=O)c1cccc([N+](=O)[O-])c1)C(=O)NCc1ccc2c(c1)OCO2 (centres undefined)	15.6	-0.4	7.0	-3.1	-0.6	-0.5	6.9	2.7	10.2
Cc1ccc(-c2csc(NC(=S)NC(=O)c3ccco3)n2)cc1	-1.3	0.3	36.6	-2.1	1.9	6.2	-5.1	13.4	-7.3
CC(=O)N1CCc2cc(S(=O)(=O)N3CCCCC3C)ccc21 (centres undefined)	-9.5	0.6	7.0	-4.9	-1.0	5.6	34.6*	-5.4	3.4
CC1(C)CC(=O)C2=C(C1)N(Cc1cccnc1)C(=O)C2(NC(=O)c1ccc(F)cc1)C(F)(F)F (centres undefined)	0.1	0.8	1.7	-11.3	0.3	-0.5	-2.9	-0.5	-7.2
O=C(N1CCc2cc(S(=O)(=O)NC[C@H]3O[C@@H](n4ccc(=O)[nH]c4=O)[C@H](O)[C@@H]3O)ccc2C1)C(F)(F)F	11.8	-0.5	-6.1	-2.1	-0.5	2.9	-15.1	-7.8	-6.1
Cc1ccc(S(=O)(=O)N(C)C[C@@H]2Oc3c(NS(C)(=O)=O)cccc3C(=O)N([C@H](C)CO)C[C@@H]2C)cc1	2.2	0.3	6.9	-0.7	-0.9	3.7	3.6	-10.8	-16.5
CN(C)CCCNC1=CC(=O)CC(c2ccccc2)C1 (centres undefined)	6.4	0.1	5.2	-3.5	-0.6	2.3	-10.1	1.2	-5.3
O=C(COc1ccc(S(=O)(=O)N2CCOCC2)cc1Cl)NCC1CCCO1 (centres undefined)	11.5	-0.2	1.9	-1.8	-0.5	-0.4	4.1	-6.0	-5.6
O=C(Nc1nccs1)c1cc(S(=O)(=O)N2CCOCC2)ccc1Cl	0.4	0.9	-14.5	-0.1	-0.1	-2.5	2.3	-10.1	-3.6
O=C(Nc1cc(C(F)(F)F)ccc1N1CCCCC1)c1cccc([N+](=O)[O-])c1	18.0	-1.6	2.4	-3.4	0.1	-2.1	-3.0	-3.9	35.1
CC(Cc1cccs1)NC(=O)NC1CCCCC1 (centres undefined)	9.4	0.2	3.2	-1.2	-0.8	3.4	-2.4	14.2	-3.3
Fc1ccc(Nc2cncc(-c3ccsc3)c2)cc1Cl	8.6	-0.3	-1.8	-0.7	-0.2	-3.6	4.2	-10.1	20.6
COC(=O)c1ccccc1NC(=O)Cc1nc(-c2ccccc2)sc1-c1ccc(C)cc1	5.4	0.7	-18.7	-1.2	-0.5	-2.4	-27.3	-6.9	39.2
CCOC(=O)CN1C(=O)S/C(=C/c2ccc3c(c2)n(C)c(=O)n3C)C1=O	0.3	0.1	6.5	-4.6	-0.1	6.5	-2.4	-4.0	-6.4
Cc1cc(C)c(C#N)c(SCc2c(F)cccc2[N+](=O)[O-])n1	8.9	0.2	8.9	-4.3	-0.2	2.5	0.0	-11.9	29.8
